Bioassay records as filed in PubChem.
P. falciparum M1AAP: malaria alanyl aminopeptidase activity blockers – biochemical, fluorogenic H-Leu-NHMec substrate, 1536-well (AID 1445); one-dose inhibition, % at 30 µM; IC50 in µM for titrated hits; 220,000 tested, 0.42% active; recombinant M1AAP, H-Leu-NHMec fluorogenic kinetic assay; higher % means a stronger effect;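 active = primary inhibition above the hit cutoff, then over 50% inhibition at one or more dose response concentrations, cut at about 23% in these data, passing the limit was not always enough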;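 note: plate controls were DMSO full reaction for no effect and no enzyme background for full effect; strong numbers were not always called active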
b-catenin transl: alters nuclear translocation of beta-catenin in HeLa cells; immunofluorescence imaging; nuclear translocation activity, % at 5 µM; 190,000 tested, 0.3% active;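 active = nuclear translocation activity above 50% at 5 µM, with a well cell count of 50 or more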;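 note: per-cell ratio of nuclear to cytoplasmic median beta-catenin stain intensity; plate controls were DMSO negative control for no effect and GSK-3 inhibitor IX positive control for full effect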
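Assay system: human HeLa cells, native beta-catenin; doses: 5 µM primary, 0.02–20 µM confirmation; incubation: compound treatment 24 h, 37°C, 5% CO2; technique: fluorescence imaging of beta-catenin antibody stain plus DAPI; measure: % activation, nuclear-to-cytoplasmic median beta-catenin signal ratio per cell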
P. falciparum M17LAP: P. falciparum M17LAP inhibitors, primary screen, biochemical, fluorogenic H-Leu-NHMec substrate, 1536-well (AID 1619) | recombinant M17LAP, H-Leu-NHMec fluorogenic kinetic assay; higher % means a stronger effect | inhibition, % at 30 µM, or IC50 in µM where a hit was titrated | 220,000 tested, 0.38% active;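 active = compound inhibiting the enzyme by more than half at any dose during confirmatory dose-response retesting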;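 note: plate controls were full reaction with DMSO carrier for no effect and no enzyme background for full effect; strong numbers were not always called active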
Autophagy HCS: alters autophagy in cells; MEF GFP-LC3 puncta imaging; test concentration mostly 10 µM; calls only at 10 µM (by protocol); 190,000 tested, 0.98% active; AID 463193;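 active = percentage of spot-positive cells more than 3 SD above its plate mean, without a fluorescence outlier flag or 80% toxicity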;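 note: spot-positive cell cutoff set from DMSO-treated cells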
MT stabilize HCS: microtubule stabilizers in HeLa cells; HeLa tubulin immunostaining HCS, 24 h; share of cells brighter than vehicle mean+2SD; % tubulin-high responders, % at 10 µM; 200,000 tested, 0.83% active;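 active = plate Z-score above 3 for both tubulin-high and condensed-nucleus cell shares, with cell loss under 80%, at 10 µM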;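 note: anti alpha tubulin signal scored within the nucleus-defined area of each cell; some results filed as inactive read as strong as hits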
Dynein cargo inh: dynein cargo transport inhibition; z-score, hits read low; 220,000 tested, 0.47% active; 3617.4 mouse cells, GR-EGFP nuclear translocation imaging; test concentration mostly 20 µM; stimulated with dexamethasone, 1 µM; stronger effect = lower value; AID 1381;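 active = plate z-score of nuclear minus cytoplasmic receptor signal below a set negative limit, without overly bright fluorescence or cell loss, cut at about -3.5 in these data, passing the limit was not always enough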;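 note: z-score of nuclear minus cytoplasmic ring GR-EGFP intensity difference per well; some compounds called inactive have numbers as strong as hits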
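Buffer or medium: tet-free, stripped-serum medium; Also added: dexamethasone, 1.0 µM final; Technique: high-content fluorescence imaging after fixation; Times: 48 h induction, 1 h compound, 30 min dex at 37 °C; Read-out: per-cell GR-EGFP intensity, nucleus versus surrounding cytoplasmic ring, well-averaged.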
UTI89 phage lysis: protection from phage-mediated lysis, alamar blue read-out – E. coli UTI89, K1F phage, bacterial capsule biogenesis inhibitors (AID 488966); 340,000 tested, 0.02% active; E. coli UTI89 K1F phage lysis, alamar blue, 2 h; higher % means a stronger effect; one-dose inhibition, % at 100 µM; IC50 in µM for titrated hits;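 active = phage lysis inhibition, versus mean bacterial control, above a set limit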;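 note: capsule biogenesis inhibitors block K1F phage lysis so surviving cells raise fluorescence; higher fluorescence means more inhibition of phage lysis; actives were called in the ten point dose series up to 300 µM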
CSM14.1 death rescue: protection against thapsigargin-triggered cell killing – 384-well, CSM14.1, ATP luminescence, primary screen (AID 1222); 190,000 tested, under 10 active; CSM14.1 thapsigargin-induced death rescue, ATP luminescence; higher % means a stronger effect; cellular ATP content (survival), % at 20 µM; hits with a dose series show EC50 in µM;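 active = EC50 below 50 µM in the dose-response confirmation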;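 note: death triggered by thapsigargin at about 15 µM added after 2 h compound pretreatment; cell ATP read after overnight thapsigargin exposure of roughly 18 to 22 hours; normalized against plate controls of thapsigargin alone and 5% DMSO vehicle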
Ins promoter up: MIN6 insulin promoter up-regulation. MIN6 insulin promoter-GFP reporter, high-content imaging; stronger effect = higher value. z-score at 5 µM. 190,000 tested, 0.3% active. AID 1625;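 active = z-score above 3 at 5 µM with at least 500 cells counted in the well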
Dynein cargo inh cytoplasmic EGFP: recorded beside Dynein cargo inh, whose call it bears; z-score; measured here: cytoplasmic GR-EGFP intensity; stronger effect = higher value
Dynein cargo inh nuclear GR-EGFP: second read-out of Dynein cargo inh, no call of its own (marks repeat the call); z-score; measured here: nuclear GR-EGFP intensity;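 lower value marks the stronger effect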
Dynein cargo inh cell count: second read-out of Dynein cargo inh, no call of its own (marks repeat the call); z-score; measured here: cell count per field
Ins promoter up cell count: further read-out of Ins promoter up, marked with its call; cell count; measured here: cytotoxicity, nuclei count;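 total cells summed across four imaged fields per well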
b-catenin transl cell count 5 µM: further read-out of b-catenin transl, marked with its call; cell count; measured here: cell count, cytotoxicity flag
MT stabilize HCS Hoechst-high %: also measured in MT stabilize HCS; calls as there; % Hoechst-high responders; measured here: nuclear condensation Hoechst responders;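 share of cells brighter than vehicle mean plus two SD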
MT stabilize HCS cytotoxicity %: also measured in MT stabilize HCS; calls as there; toxicity, %; measured here: cytotoxicity by cell density;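 0% = mean cell density of plate MIN control wells and 100% = no cells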
Autophagy HCS cell loss 18 h: further read-out of Autophagy HCS, marked with its call; toxicity, %; measured here: cell loss, nuclei count;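 cell loss after 18 h compound exposure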
The depositor's hits bear a star; i = inactive; / = not tested or not shown; [ ] = dose if it differs, or a comment. Compounds were not picked by outcome; overall some 2.9% were active at least once.

Compound	P. falciparum M1AAP	b-catenin transl	b-catenin transl cell count 5 µM	P. falciparum M17LAP	Autophagy HCS	Autophagy HCS cell loss 18 h	MT stabilize HCS	MT stabilize HCS Hoechst-high %	MT stabilize HCS cytotoxicity %	Dynein cargo inh	Dynein cargo inh cytoplasmic EGFP	Dynein cargo inh nuclear GR-EGFP	Dynein cargo inh cell count	UTI89 phage lysis	CSM14.1 death rescue	Ins promoter up	Ins promoter up cell count
COc1ccc(C2=NN(C(C#N)c3ccc(OC)c(OC)c3)C(c3ccccc3)C2)cc1 (stereo unspecified)	8%	2.9	1058	-2%	i	1	30	8.1	37	0.22	-0.21	0.16	0.71	-0.1%	1.1%	/	/
CC1CCCC(C)N1C(=O)CSc1nnc(-c2cccs2)o1 (stereo unspecified)	8%	-0.2	1032	6%	i	0	2.7	1.8	9.6	0.28	-0.12	0.36	-0.31	-0.5%	-0.9%	3.5*	1343*
O=C(NCCN1C(=O)C2C3C=CC(C3)C2C1=O)Nc1cccnc1 (stereo unspecified)	1%	/	/	3%	i	3	13	1.5	6.9	-0.18	-0.14	0.19	0.39	-4.2%	-0.3%	-0.48	895
NC1=NC2(CCCC2)n2c(nc3ccccc32)N1	2%	-3.0	1014	1%	i	10	2.5	1.3	10	0.19	-0.15	0.25	-0.52	-0.1%	-0.6%	0.29	1627
CCCCCCOc1ccc(C(CC(=O)NC)C(=O)O)cc1 (stereo unspecified)	9%	0.2	1523	4%	i	-22	1.9	1.7	8.0	0.36	-0.27	-0.34	0.45	0.2%	0.4%	0.82	1392
CCOC(=O)COc1ccc2c(=O)cc(-c3ccccc3)oc2c1	3%	0.1	1333	4%	/	/	/	/	/	0.2	-0.22	-0.16	0.69	/	/	-0.33	1222
Clc1ccc(-c2nnc(COc3ncnc4sccc34)o2)cc1	2%	-0.4	1015	-2%	i	-9	5.0	2.4	6.3	-0.0093	-0.22	-0.17	0.22	3.1%[50 µM]	-0.4%	-0.4	1057
Cc1ccc(-c2n[nH]c(=S)n2/N=C/c2cccs2)cc1	4%	-1.9	1173	13%	i	28	4.7	1.6	5.3	0.77	-0.12	1	-1.4	0.5%	-1.1%	1.2	1543
CCCCc1nc(N2CCOCC2)c(C#N)c2c1COC(C)(C)C2	6%	/	/	-2%	i	0	4.2	2.9	12	-0.97	0.028	-0.47	-1.7	3.9%	/	-0.14	1176
CN1C(=O)/C(=C/c2cc(N=Nc3ccccc3)ccc2O)SC1=S	6%	5.6	848	15%	i	3	19	4.4	42	-0.34	-0.33	-0.28	-0.13	2.3%	-6.5%	0.34	1285
COc1cccc(C(=O)NC(=S)Nc2ccc3oc(=O)ccc3c2)c1	1%	1.6	1004	1%	i	-2	4.4	2.2	2.1	-0.14	-0.26	-0.31	1.2	0.0%	1.1%	-0.56	1336
Cc1ccc2c(c1Br)/C(=N/N1C(=O)c3ccccc3C1=O)C(=O)N2	17%	14	1011	16%	i	-30	1.7	0.9	14	-0.23	-0.15	0.36	0.089	0.1%	-0.3%	0.08	1377
COc1ccc(-c2nnc(NC(=O)c3cccs3)s2)c(OC)c1	-1%	-1.7	1152	-1%	/	/	/	/	/	-0.35	-0.19	-0.23	0.89	0.2%	/	-1.1	1194
C=CCn1c(SCC(=O)OCc2ccccc2)nc2c1c(=O)n(C)c(=O)n2C	1%	-2.8	1123	0%	i	7	3.9	4.7	1.7	0.016	-0.093	0.038	0.82	0.0%	-3.3%	0.91	1094
Cc1cc(C)nc(-n2ncc3c2CC(c2ccc(F)cc2)CC3=O)n1 (stereo unspecified)	12%	-0.6	1033	-3%	i	11	3.4	2.3	5.3	-0.69	-0.28	-0.37	0.73	0.2%	-0.2%	-0.89	1206
C/C(=N\NC(=O)CN1CCN(Cc2ccccc2)CC1)c1ccncc1	4%	-1.1	1102	-2%	/	/	/	/	/	0.19	-0.26	0.14	-0.22	0.6%	/	-0.96	1275
C/C(Cc1ccccc1)=N\NC(=O)c1ccc(F)cc1	10%	-1.4	1136	10%	i	-2	5.1	2.0	7.1	1.6	-0.099	1.5	-2.9	0.0%	-2.2%	/	/
O=C(c1cc(Cl)nc2ccccc12)N1CCc2ccccc2C1	2%	-1.3	1098	0%	i	-4	7.3	1.6	5.3	-1.2	-0.016	-0.33	1.5	0.0%	-0.9%	-0.21	1291
Cc1cc(C)c2nc(SCC(=O)N(C)C3CCS(=O)(=O)C3)cc(C)c2c1 (stereo unspecified)	6%	4.8	1028	6%	i	-2	1.8	1.7	5.3	-0.41	-0.24	-0.043	-0.013	-0.2%	1.9%	0.78	1122
COc1ccccc1C1CN=NC12CCCc1ccccc1C2=O (stereo unspecified)	6%	-1.6	1346	3%	i	-25	3.0	2.0	6.5	-0.11	-0.21	0.37	0.41	1.1%	0.5%	0.13	1265
COc1cccc(-n2c(C)nn(C)c2=O)c1	0%	-1.2	1053	14%	i	-4	0.8	2.8	8.2	/	/	/	/	0.1%	1.4%	0.84	1902
S=c1[nH]nc(COc2ccc(Cl)cc2)n1C1CCCCC1	1%	-1.9	1101	12%	i	-5	3.2	2.8	4.5	-0.43	-0.27	-0.19	1.2	0.1%	1.8%	0.11	1232
COc1ccc(OC)c(S(=O)(=O)n2cccn2)c1	-2%	-0.2	1167	-6%	i	-5	3.7	1.5	7.1	-0.6	-0.2	-0.052	0.15	-0.3%	-0.4%	-0.79	1259
O=C(O)CNC(=O)c1ccccc1Br	-5%	2.6	1033	-8%	i	-6	2.4	1.9	4.7	0.51	0.023	0.41	-1.1	-0.7%	1.0%	-0.12	1112
COc1ccccc1C(c1c(N)n(C)c(=O)n(C)c1=O)C(C)[N+](=O)[O-] (stereo unspecified)	2%	0.0	1275	-1%	/	/	/	/	/	-0.21	-0.24	0.26	0.67	/	/	-0.69	883
COc1cccc(/C(C)=N/Nc2ncc(Cl)cc2Cl)c1	7%	2.4	1024	-6%	i	-10	1.6	2.0	2.2	0.6	-0.27	0.47	-0.26	6.6%	0.6%	-1	1481
CCS(=O)(=O)N1CCN(Cc2ccccc2OC)CC1	4%	1.9	1037	6%	i	-2	2.8	2.7	6.0	-0.73	-0.25	-0.5	0.46	1.7%	-2.3%	-0.5	1637
CNCC(=O)N(CC(C)C)c1c(N)n(CC(C)C)c(=O)[nH]c1=O	2%	0.9	977	-1%	i	1	4.7	2.5	22	-0.62	-0.34	0.087	0.24	5.3%	-0.9%	-0.14	1300
CCN(c1ccccc1)S(=O)(=O)c1cc(C(=O)Nc2ccccc2Cl)ccc1F	2%	0.5	1019	-5%	i	11	5.9	3.1	7.3	0.2	-0.23	0.29	-0.33	-0.6%	-0.2%	-0.08	1642
COc1ccc(-n2cnnc2SCC(=O)N2CCN(S(=O)(=O)c3ccccc3)CC2)cc1	3%	-0.8	1112	-7%	i	-5	3.0	1.3	6.8	0.16	-0.25	0.75	1	0.3%	0.0%	1.1	917
COc1ccc(-c2oc(NC(=O)CSc3ncn[nH]3)c(C#N)c2-c2ccc(OC)cc2)cc1	-13%	-0.4	1386	7%	i	0	47*	21*	26*	-1.4	-0.24	-1.2	1.4	-0.1%	-1.0%	-0.29	1437
CC(C(=O)Nc1ccccc1C(=O)O)n1c(C(F)(F)F)nc2ccccc21 (stereo unspecified)	3%	-1.4	1066	0%	i	-2	4.0	4.0	9.1	0.69	-0.25	0.62	-0.96	-0.8%	0.0%	0.8	1642
Nc1ccc(C(=O)Oc2ccc([N+](=O)[O-])cc2)cc1	11%	0.7	1125	8%	/	/	/	/	/	0.37	-0.31	0.14	0.49	-0.1%	/	0.09	1420
O=C(CSc1nnc(C2CC2)n1Cc1ccccc1)N1CCN(S(=O)(=O)c2ccccc2)CC1	2%	-3.8	967	1%	i	51	4.3	3.5	18	-0.17	-0.25	-0.18	-0.28	0.2%	1.9%	-0.24	1074
COc1ccc(C2C(C(C)=O)=C(C)N=c3s/c(=C/c4ccc5c(c4)OCO5)c(=O)n32)cc1 (stereo unspecified)	18%	/	/	-13%	i	-4	1.4	1.0	9.5	-1.7	2.5	-0.29	0.78	/	/	0.92	927
O=C(CNS(=O)(=O)c1ccc(Br)cc1)N1CCN(c2ccc(F)cc2)CC1	-1%	-3.0	1187	-1%	i	-1	4.3	2.3	8.5	0.92	-0.15	0.14	-1.4	0.4%	-1.8%	/	/
Cc1cc(OCC(=O)N2CCOCC2)ccc1[N+](=O)[O-]	5%	0.5	1285	4%	/	/	/	/	/	-0.022	-0.8	-0.34	0.092	0.6%[50 µM]	/	0.12	1029
O=C(c1ccco1)N1CCN(C(=O)C2c3ccccc3Oc3ccccc32)CC1	-1%	/	/	3%	i	-1	1.7	0.3	18	0.25	-0.21	0.33	-0.9	0.3%	-1.6%	-0.18	1290
